From PubChem BioAssay
PMK inhibit = S. pneumoniae PMK inhibitors, primary screen, biochemical, mevalonate pathway, pilot trial included; phosphomevalonate kinase (Streptococcus pneumoniae D39); purified PMK, PK/LDH-coupled NADH absorbance 340 nm; inhibition, % at 10 µM; 65,000 tested, 0.49% active; AID 539, 2006;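 active means top-ranked compounds by inhibition in the single 10 µM screen, taking a fixed number of the strongest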;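 further: 0% = full reaction with DMSO carrier and 100% = background rate without enzyme reaction; no value below 0 was filed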
MK inhibit = S. pneumoniae MK inhibitors, primary screen, biochemical, PK/LDH-coupled NADH absorbance. inhibition, % at 10 µM. 65,000 tested, 0.48% active. AID 555, 2006. purified MK, PK/LDH-coupled NADH absorbance 340 nm. mevalonate kinase [Streptococcus pneumoniae D39];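 active means ranked among the strongest by inhibition in the single 10 µM screen, a fixed top-ranked set picked for dose follow-up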; further: no value below 0 was filed
HPDE-C7K KRASV12 = cytotoxicity in KRAS-transformed pancreatic duct cells, primary screen, cell-based, fluorescence, HTS (AID 431) | HPDE-C7K KRASV12 cells, Alamar Blue viability, 48 h; higher % means a stronger effect | one-dose cytotoxicity, % at 10 µM; EC50 in µM for titrated hits | 63,000 tested, 1.7% active;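 active means compounds whose percent cytotoxicity in the single-dose primary screen, scaled between solvent and toxic-drug controls, exceeds 50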;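 further: 0% = DMSO solvent wells and 100% = doxorubicin-treated wells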
DPM-DC inhibit = S. pneumoniae DPM-DC inhibitors, primary screen, biochemical, PK/LDH-coupled NADH fluorescence; diphosphomevalonate decarboxylase (Streptococcus pneumoniae D39); purified DPM-DC; calls only at 10 µM; 65,000 tested, 0.49% active; AID 556, 2006;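 active means the 320 compounds with the highest percent inhibition in the single-dose primary screen, excluding strongly autofluorescent ones, cut at about 32% in these data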;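 further: kinetic rate of NADH fluorescence loss reporting ADP formed by the decarboxylase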
Bfl-1 inhibitors = Bfl-1 inhibitors, primary screen, biochemical, fluorescence polarization, FITC-Bid, mouse (AID 432); Bcl-2-related protein A1 (Mus musculus); FITC-Bid BH3 peptide fluorescence polarization displacement; higher % means a stronger effect; one-dose displacement, % at 20 µM; IC50 in µM for titrated hits; 64,000 tested, 0.02% active; in the data active means a potency from the dose series; inactive means the rest, 99 in 100 with displacement below about 15%; further: strong numbers were not always called active
LYP phosphatase = LYP phosphatase inhibitors, primary screen, biochemical, DiFMUP fluorescence, recombinant catalytic domain, 10 µM (AID 606). recombinant LYP catalytic domain, DiFMUP fluorescence; higher % means a stronger effect. Tyrosine-protein phosphatase non-receptor type 22 (Homo sapiens). 52,000 tested, under 10 active. inhibition, % at 10 µM; hits with a dose series show IC50 in µM;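 active means IC50 under 40 µM in the dose-response test; inactive means IC50 of 40 µM or more, or never dose-tested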
HPDE-C7 viability = cytotoxicity in HPDE-C7 cells, cell-based, fluorescence, HTS (AID 430); cytotoxicity, % at 10 µM; hits with a dose series show EC50 in µM; 63,000 tested, 1.8% active; HPDE-C7 pancreatic duct cells viability, fluorescence; higher % means a stronger effect;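 further: cells exposed to compound for 48 hours before viability readout; 0% = vehicle and 100% = reference cytotoxic drug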
TNAP inhibition = human TNAP enzyme inhibitors, biochemical, luminescent (AID 518). Alkaline phosphatase, tissue-nonspecific isozyme (Homo sapiens). purified TNAP enzyme, luminescent substrate readout; higher % means a stronger effect. inhibition, % at 20 µM, or IC50 in µM where a hit was titrated. 64,000 tested, 0.09% active; in the data active means a potency from the dose series; inactive means the rest, 99 in 100 with inhibition below about 22%;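 further: plate controls were vehicle for no effect and reference inhibitor for full effect; many of its hits are not listed in these tables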
HT1080 cytotoxicity = cytotoxicity in HT1080 fibrosarcoma cells, cell-based, fluorescence readout (AID 620). HT1080 viability, fluorescence; higher % means a stronger effect. one-dose cytotoxicity, % at 10 µM; EC50 in µM for titrated hits. 87,000 tested, 0.42% active;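 further: cells exposed to compound overnight then 4 h with Alamar Blue; 0% = vehicle DMSO and 100% = killing control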
PMK inhibit pilot replicates = recorded beside PMK inhibit, whose call it bears; inhibition, %; measured here: pilot screen replicates
MK inhibit pilot replicates = further read-out of MK inhibit, marked with its call; inhibition, %; measured here: pilot screen replicates
DPM-DC inhibit pilot screen % = further read-out of DPM-DC inhibit, marked with its call; inhibition, %; measured here: pilot screen trials
The depositor's hits bear a star; i = inactive; . = not tested or not shown. Unless noted, no stated cut-off is given here; in the data, active means cytotoxicity above about 50%; inactive means the rest.

SMILES | PMK inhibit | MK inhibit | HPDE-C7K KRASV12 | DPM-DC inhibit | Bfl-1 inhibitors | LYP phosphatase | HPDE-C7 viability | TNAP inhibition | HT1080 cytotoxicity | others
CCOC(=O)c1ccc(Oc2cc(C)nc(SC)n2)cc1 | 0.0 | 2.0 | 55.4%* | i | -7.1% | 16.5% | 50.9%* | 13.0% | 21.0% | PMK inhibit pilot replicates=0.0;MK inhibit pilot replicates=0.0;DPM-DC inhibit pilot screen %=0.5
O=C(Cn1cnc2ccccc2c1=O)NCC(=O)N1CCN(Cc2ccc3c(c2)OCO3)CC1 | 9.0 | 0.0 | -2.7% | i | 2.0% | 6.8% | -2.7% | 10.5% | 8.3%
COc1cc(NC(=O)C(C)Oc2ccccc2)c(C(=O)O)cc1OC (stereo unspecified) | 0.0 | 12.0 | 13.6% | i | 5.2% | -1.4% | 2.2% | 8.7% | -0.4% | PMK inhibit pilot replicates=2.5;MK inhibit pilot replicates=0.0;DPM-DC inhibit pilot screen %=0.0
COc1ccc(-n2nnnc2SCC(=O)Nc2ccc3c(c2)OCCO3)cc1OC | 10.0 | 8.0 | -6.6% | i | 0.1% | 8.1% | -5.1% | 12.1% | 1.0%
COc1ccc(N(C(=O)c2ccco2)C(C(=O)NC2CCCC2)c2ccc(N(C)C)cc2)cc1 (stereo unspecified) | 10.0 | 8.0 | -11.0% | i | 1.3% | 1.4% | -9.5% | -7.8% | -6.1%
N#CC1(C#N)C2=C(CCCC2)NC(c2ccccc2)C1(C#N)C#N (stereo unspecified) | 7.0 | 12.0 | 16.4% | i | 0.9% | . | 14.2% | 11.7% | -1.6%
CS(=O)(=O)NCC(c1cccnc1)N1CCN(c2ccc(F)cc2)CC1 (stereo unspecified) | 9.0 | 3.0 | -14.9% | i | 7.5% | 12.6% | -7.2% | 11.5% | 3.2% | PMK inhibit pilot replicates=0.0;MK inhibit pilot replicates=0.0;DPM-DC inhibit pilot screen %=0.0
C=CCNc1ncnc2c1cnn2-c1ccc(C)cc1C | 4.0 | 6.0 | 1.5% | i | -4.0% | 13.8% | -18.4% | 2.1% | 0.1%
Cc1ccc2nc(C3CCCN(C(=O)NCc4ccccc4)C3)[nH]c2c1 (stereo unspecified) | 5.0 | 5.0 | -0.4% | i | 5.8% | . | -8.1% | 4.7% | 1.1%
CC(=O)c1cccc(NC(=O)Nc2cc3sccc3n2C)c1 | 5.0 | 5.0 | 3.9% | i | 5.3% | 4.3% | -13.2% | 11.5% | -4.2%
CSC1=C(C#N)C(c2ccccc2Cl)C2=C(CCCC2=O)N1 (stereo unspecified) | 10.0 | 4.0 | -4.5% | i | 0.8% | 5.8% | -3.4% | 13.9% | -8.9%
O=C1CC(c2ccccc2)n2nc(NC(=O)C3CCCO3)nc2N1 (stereo unspecified) | 11.0 | 12.0 | -5.7% | i | 1.6% | . | -15.0% | 6.7% | 2.1%
C=C(C)c1cccc(C(C)(C)NC(=O)N2CCCC(C(N)=O)C2)c1 (stereo unspecified) | 7.0 | 5.0 | 7.4% | i | -1.0% | 7.4% | 1.9% | 15.1% | 0.0%
CC(NC(=O)NC(N)=O)(C(F)(F)F)C(F)(F)F | 5.0 | 0.0 | 5.7% | i | 0.1% | 1.8% | 1.5% | 6.9% | .
CSCCC(NC(=O)C1CCC(C)CC1)C(=O)NCc1ccco1 (stereo unspecified) | 5.0 | 1.0 | . | i | -3.7% | -4.5% | . | 7.6% | 0.4%
Cc1nnc(SCCn2c(N3CCC(Cc4ccccc4)CC3)nc3c2c(=O)[nH]c(=O)n3C)s1 | 6.0 | 5.0 | -13.2% | i | -0.3% | . | -21.2% | 7.2% | -2.1% | PMK inhibit pilot replicates=0.0;MK inhibit pilot replicates=3.0;DPM-DC inhibit pilot screen %=3.5
CCOC(=O)CSc1nnc(CNC(=O)c2ccc(OC)c(OC)c2)n1C | 0.0 | 8.0 | 1.3% | i | -3.0% | . | -4.7% | 6.2% | -1.9% | PMK inhibit pilot replicates=0.0;MK inhibit pilot replicates=3.5;DPM-DC inhibit pilot screen %=2.5
COCCCNc1ccnc2c(Cl)cccc12 | 7.0 | 15.0 | . | i | -5.1% | . | . | 13.6% | 14.7%
CC(=O)N1CC=C2C(C#N)=C(N)C(C#N)(C#N)C(CCc3ccccc3)C2C1 (stereo unspecified) | 20.0 | 4.0 | 23.2% | i | 10.1% | -20.1% | 17.9% | 1.3% | 18.3%
Nc1nc(Nc2cccc(F)c2)nc2ccccc12 | 16.0 | 3.0 | . | i | -0.7% | -0.7% | . | 14.7% | -2.6%

Brought forward from above: 2 compounds, followed by the next part.
SMILES | PMK inhibit | MK inhibit | HPDE-C7K KRASV12 | DPM-DC inhibit | Bfl-1 inhibitors | LYP phosphatase | HPDE-C7 viability | TNAP inhibition | HT1080 cytotoxicity | others
CC(=O)N1CC=C2C(C#N)=C(N)C(C#N)(C#N)C(CCc3ccccc3)C2C1 (stereo unspecified) | 20.0 | 4.0 | 23.2% | i | 10.1% | -20.1% | 17.9% | 1.3% | 18.3%
Nc1nc(Nc2cccc(F)c2)nc2ccccc12 | 16.0 | 3.0 | . | i | -0.7% | -0.7% | . | 14.7% | -2.6%
c1ccc(-n2c(SCC3CCCCO3)nnc2-c2cnccn2)cc1 (stereo unspecified) | 2.0 | 10.0 | -3.8% | i | -7.6% | 12.3% | -2.5% | 6.0% | -1.7%
CCCCCOc1ccc(C2NC(=O)NC2=O)cc1 (stereo unspecified) | 8.0 | 6.0 | 11.9% | i | -4.6% | 10.2% | -11.3% | 22.8% | . | PMK inhibit pilot replicates=0.5;MK inhibit pilot replicates=0.5;DPM-DC inhibit pilot screen %=0.5
C=CCOc1ccc(C2C(C(=O)c3ccco3)=C(O)C(=O)N2Cc2cccnc2)cc1 (stereo unspecified) | 9.0 | 9.0 | -10.1% | i | -3.5% | -3.1% | -13.6% | 8.0% | 0.4% | PMK inhibit pilot replicates=0.5;MK inhibit pilot replicates=0.0;DPM-DC inhibit pilot screen %=0.0
O=S(=O)(Nc1ncnc2sc3c(c12)CCC3)c1ccc(Cl)s1 | 8.0 | 0.0 | 50.7%* | i | 3.6% | -12.0% | 38.1% | 16.3% | -8.7%
COc1ccccc1NC(=O)C(C)NS(=O)(=O)c1ccc(Cl)cc1 (stereo unspecified) | 0.0 | 3.0 | 5.6% | i | -3.8% | 6.6% | 7.3% | 4.2% | 1.9%
Fc1ccc(-n2c(-c3ccco3)nc3nc4ccccc4nc32)cc1 | 16.0 | 0.0 | -4.6% | . | -0.2% | . | -1.1% | 4.4% | -1.7%
Cc1ccc(-n2nnc3c(SCC(=O)NCc4ccco4)ncnc32)cc1 | 0.0 | 2.0 | 8.5% | i | 4.2% | -8.5% | 9.3% | 10.3% | -3.4%
COC(=O)Nc1nnc(Cc2ccccc2)s1 | 11.0 | 9.0 | 17.4% | i | 4.3% | 1.2% | 8.6% | 9.3% | -0.2%
COc1ccc(NC(=O)CN(c2cc(C)cc(C)c2)S(=O)(=O)c2c(C)n[nH]c2C)cc1 | 19.0 | 10.0 | 4.8% | i | -2.1% | -0.9% | 3.5% | 9.5% | -5.3%
CCCCNC(=O)CC1N=C2c3ccccc3N=C(SCC(=O)Nc3cccc(C)c3)N2C1=O (stereo unspecified) | 18.0 | 7.0 | -20.8% | i | -1.7% | 3.7% | -35.3% | 12.3% | .
Cc1onc(-c2ccccc2)c1C(=O)Nc1ccccc1C#N | 0.0 | 9.0 | 2.1% | i | 11.2% | -2.5% | -7.2% | 3.6% | -3.1%
CCN1CCN(Cc2ccc(NC(=O)Nc3cccs3)cc2)CC1 | 18.0 | 0.0 | 4.7% | i | -5.1% | 7.7% | -2.5% | 4.3% | -1.3%
Cc1nc(N2CCN(C)CC2)c2sc(=S)n(-c3ccccc3)c2n1 | 14.0 | 12.0 | 7.3% | i | -2.8% | -14.6% | -1.0% | 5.0% | .
Cn1c(=O)c2c(nc(CN3CCN(CCO)CC3)n2Cc2cccc3ccccc23)n(C)c1=O | 5.0 | 9.0 | 0.9% | i | -2.6% | 3.6% | -2.0% | 7.5% | 3.5%
CCN(CC)CCN1C(=O)C(O)=C(C(=O)c2ccc(C)o2)C1c1ccccn1 (stereo unspecified) | 0.0 | 8.0 | 0.1% | i | -4.0% | 15.1% | -5.1% | 2.4% | 7.2%
CCOC(=O)N1CCN(S(=O)(=O)c2cc(OCC)ccc2OCC)CC1 | 11.0 | 5.0 | -14.5% | i | -3.9% | 4.2% | -7.5% | -2.3% | -0.9%
Fc1ccccc1C(c1nnnn1Cc1ccc2c(c1)OCO2)N1CCN(Cc2ccccc2)CC1 (stereo unspecified) | 6.0 | 10.0 | 5.0% | i | 4.5% | 9.0% | 3.0% | 9.5% | -3.4% | PMK inhibit pilot replicates=0.0;MK inhibit pilot replicates=3.5;DPM-DC inhibit pilot screen %=1.0
O=C(CN(C(=O)Cn1nnc(-c2cccs2)n1)c1ccc2c(c1)OCCO2)NC1CCCCC1 | 8.0 | 0.0 | -24.1% | i | -6.5% | 17.6% | -14.5% | 7.4% | 2.3%
Cc1csc(SCC(=O)c2cc(C)n(Cc3cccs3)c2C)n1 | 8.0 | 0.0 | 33.3% | i | 4.8% | . | 16.2% | 9.9% | .
CCOc1ccc(-c2nc(-c3ccc(OC)c(OC)c3)no2)cc1OCC | 5.0 | 5.0 | -6.4% | i | -2.7% | 12.1% | 3.5% | 4.3% | 14.6%
Cc1ccc2c(c1)cc(CN(CCc1ccccc1)C(=O)N1CCOCC1)c1nnnn12 | 16.0 | 1.0 | -24.7% | i | -8.5% | . | -22.6% | 10.4% | -3.3%
Cc1ccc(C)c(N2CCN(C(=O)c3ccc(CS(=O)(=O)c4ccccc4C)o3)CC2)c1 | 8.0 | 11.0 | 52.8%* | i | -4.3% | 13.2% | 55.6%* | 8.1% | 34.0% | PMK inhibit pilot replicates=0.0;MK inhibit pilot replicates=0.0;DPM-DC inhibit pilot screen %=0.0
Cc1ccccc1C(=O)Nc1ccc(Br)cn1 | 3.0 | 16.0 | -14.8% | i | 0.1% | 3.4% | -10.0% | 3.9% | 8.0%
O=C(Nc1ccc2oc(-c3cccnc3)nc2c1)c1cccnc1 | 19.0 | 5.0 | 3.2% | i | 4.1% | -2.0% | 7.7% | -7.5% | 2.4%
Fc1ccc(OCc2nn3cnnc3s2)cc1 | 4.0 | 12.0 | 2.5% | i | -2.4% | 10.3% | -2.0% | 4.0% | 7.9%
O=C(CC12CC3CC(CC(C3)C1)C2)N1CCOCC1 | 9.0 | 4.0 | -7.8% | i | -2.9% | -4.9% | -5.6% | 0.4% | 3.5%
CCCCn1nnc(NC(=O)c2ccco2)n1 | 8.0 | 3.0 | -7.2% | i | 8.2% | 3.3% | 0.0% | 0.7% | -3.5%
